Bioassay records (PubChem BioAssay)
FAK blocker – inhibitors of human focal adhesion kinase; biochemical FAK kinase activity assay; Q05397; 97,000 compounds, 0.84% hits; inhibition, %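 (tested at 7 µM)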; in the data active = inhibition above about 19%;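 also: 0% = DMSO and 100% = reference compound high control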
F-actin modifier – modifiers of cytoskeleton assembly. inhibition, % at 2 µM. HUVEC TNFa F-actin phalloidin imaging, high content. 91,000 compounds, 0.18% hits;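 active = inhibition above the batch mean plus 3 SD and confirmed as a hit by visual image inspection, cut at about 30% in these data, passing the limit was not always enough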; also: strong numbers were not always called active
PLK1 PBD inh – blocks phosphopeptide binding to human Plk1 polo box domain; P53350; inhibition, %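 (tested at about 20 µM)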; 97,000 compounds, 0.13% hits; Plk1 PBD phosphopeptide binding, fluorescence polarization; in the data active = inhibition above about 34%, passing the limit was not always enough
PTPN22 inh 2 – LYP (human) phosphatase inhibition. Q9Y2R2. recombinant LYP catalytic domain, DiFMUP fluorescence. inhibition, % at 2 µM. 96,000 compounds, 0.21% hits;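 active = inhibition at 2 µM at or above a set limit, the screen mean plus 3 SD, cut at about 24% in these data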;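 also: 0% = DMSO with enzyme and 100% = enzyme fully blocked by orthovanadate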
Pyk2 oligo antag – antagonists of human Pyk2 oligomerization. 99,000 compounds, 0.83% hits. Q293 cells, Pyk2 FERM NanoBiT luminescence; active compounds read low. AID 1347419. z-score (the deposit names both 25 µM and 10 µM). Q14289;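 active = Z-score of -3 or lower, scaled per plate to the spread of control and sample wells; inactive = z-score above -3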;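 also: negative z-score means lost luminescence so less FERM oligomerization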
Target sequence (Q14289 whole entry, looked up): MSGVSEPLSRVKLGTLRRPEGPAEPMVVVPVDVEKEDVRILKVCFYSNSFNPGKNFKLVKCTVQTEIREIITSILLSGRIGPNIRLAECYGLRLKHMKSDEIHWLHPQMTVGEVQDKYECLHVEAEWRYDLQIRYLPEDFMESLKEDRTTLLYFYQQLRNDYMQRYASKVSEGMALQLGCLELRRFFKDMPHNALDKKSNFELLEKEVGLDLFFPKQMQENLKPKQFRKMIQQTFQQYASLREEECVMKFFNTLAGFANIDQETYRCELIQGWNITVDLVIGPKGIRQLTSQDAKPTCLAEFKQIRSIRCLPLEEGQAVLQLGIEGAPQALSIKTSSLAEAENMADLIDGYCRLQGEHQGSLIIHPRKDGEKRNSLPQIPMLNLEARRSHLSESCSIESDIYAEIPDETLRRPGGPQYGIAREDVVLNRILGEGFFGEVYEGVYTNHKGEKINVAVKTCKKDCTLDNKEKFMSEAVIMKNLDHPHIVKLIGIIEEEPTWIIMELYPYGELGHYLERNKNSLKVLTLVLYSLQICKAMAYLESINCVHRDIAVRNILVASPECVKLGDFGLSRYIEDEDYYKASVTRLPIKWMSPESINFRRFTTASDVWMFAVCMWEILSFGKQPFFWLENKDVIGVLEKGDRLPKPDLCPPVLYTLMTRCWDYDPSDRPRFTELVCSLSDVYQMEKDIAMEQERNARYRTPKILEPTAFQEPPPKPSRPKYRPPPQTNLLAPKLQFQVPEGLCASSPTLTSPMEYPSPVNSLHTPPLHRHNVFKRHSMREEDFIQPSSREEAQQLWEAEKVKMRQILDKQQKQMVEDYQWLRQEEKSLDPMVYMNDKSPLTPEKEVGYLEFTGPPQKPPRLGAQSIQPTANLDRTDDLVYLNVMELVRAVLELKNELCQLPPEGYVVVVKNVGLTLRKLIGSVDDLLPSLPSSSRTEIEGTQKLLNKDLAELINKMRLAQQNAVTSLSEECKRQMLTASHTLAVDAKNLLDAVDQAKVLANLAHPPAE
PLK1 inh – inhibitors of human PLK1 kinase; recombinant PLK1 kinase, TR-FRET peptide phosphorylation; inhibition, % at 10 µM; AID 619; P53350; 97,000 compounds, 0.53% hits;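 active = inhibition of 50% or more in the single-concentration screen; inactive = inhibition below 50%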;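 also: 0% = DMSO max control and 100% = H-89 dihydrochloride min control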
PTPN22 act – LYP (human) phosphatase activation | recombinant LYP, DiFMUP fluorescence; 0 = plate median, 100 = signal doubled | activation, % at 2 µM | 96,000 compounds, 0.11% hits | AID 697;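 active = activation at 2 µM above a set limit, the mean plus 5 SD, cut at about 37% in these data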
Rev-RRE block – HIV Rev-RRE protein-RNA interaction inhibition | AID 704 | 97,000 compounds, 0.79% hits | inhibition, % at 8 µM | Rev peptide-RRE RNA binding, FRET;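 active = inhibition above the screen-wide mean plus 3 SD, cut at about 35% in these data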;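 also: 0% = median DMSO wells and 100% = median Neomycin B control wells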
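Test system – labelled RRE RNA duplex and labelled Rev peptide · Signal – fluorescein-to-Cy5 FRET, 480 nm excitation · Evaluation – % inhibition of FRET ratio versus controls · Benchmarks – DMSO low control, neomycin B high control · Incubation – 5 min RNA-compound premix plus 15 min binding step, 25 °C · Medium – HEPES pH 7.5 salt buffer with EDTA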
EphB4 antag – EphB4-ephrin-B2 interaction antagonism | inhibition, % at 7 µM | P54760 | 97,000 compounds, 0.15% hits | EphB4 LBD / TNYL-RAW-Alexa532 peptide, fluorescence polarization;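 active = inhibition above the screen-wide mean inhibition plus 3 SD, cut at about 15% in these data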;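 also: 0% = DMSO wells and 100% = excess unlabeled TNYL-RAW peptide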
An asterisk follows results filed as active; · = not tested or not shown.

canonical_smiles,FAK blocker,F-actin modifier,Pyk2 oligo antag,PTPN22 act,PLK1 PBD inh,Rev-RRE block,EphB4 antag,PTPN22 inh 2,PLK1 inh
Cc1cc(C)n2ncc(C(=O)NCc3cccnc3)c2n1,-2,-29,-0.34,-13,-4,9,11,12,-8
Cc1ccc(S(=O)(=O)Cn2nnnc2CN2CCOCC2)cc1,-1,5,-0.11,4,7,6,-5,-1,-5
CCN1C(=O)CSC1=NC1C2CC3CC(C2)CC1C3 (stereo not given),-3,14,0.17,-6,11,6,-3,6,8
Cc1nc2sc(C(c3ccc(F)cc3)N3CCOCC3)c(O)n2n1 (stereo not given),-2,-34,0.03,1,-26,4,-9,-3,-22
COC(=O)[C@H](CCSC)NC(=O)NCc1cccs1,1,-2,0.04,3,7,8,3,-4,-17
O=C(Nc1ccsc1C(=O)NC1CCCCC1)c1ccc(F)cc1,-1,16,0.88,14,15,1,1,-11,-7
CN(C)S(=O)(=O)c1ccc(C(=O)Nc2ccc(S(=O)(=O)NC3=NCCCCC3)cc2)cc1,0,-20,0.16,-4,-9,9,4,0,-11
COc1ccccc1NS(=O)(=O)c1ccc(O)cc1,-1,-6,-0.47,1,-11,6,-4,-2,-8
CSc1nc2nc3c(c(=O)n2[nH]1)CCCC3,2,-21,0.24,10,-16,7,2,-6,-15
CCN(C(=O)COC(=O)c1ccccc1Nc1cccc(C)c1C)C1CCS(=O)(=O)C1 (stereo not given),4,-10,1.2,3,2,-1,15,2,-6
Cc1noc(COc2ccccc2OCC(O)CNC(C)(C)C)n1 (stereo not given),0,4,0.39,3,-26,1,-3,-1,-1
O=S(=O)(Nc1cc(Cl)ccn1)c1ccc(Cl)cc1,0,-7,-1.4,6,-22,5,6,-4,-14
CC1=C(C(=O)Nc2ccccc2)C(c2ccncc2)C(C#N)=C(SCC(=O)NC2CC2)N1 (stereo not given),-2,16,-0.47,2,31,3,-6,-3,3
O=C1c2cccnc2C(Nc2ccc(S(=O)(=O)N3CCCCCC3)cc2)N1Cc1ccccc1 (stereo not given),-3,·,-1,-8,-14,6,9,9,-7
CCOC(=O)c1c(N)c(C#N)c2n1CCCC2,4,18,0.14,-2,13,5,0,4,-5
O=C(CCCCCn1c(=O)[nH]c2ccccc2c1=O)NCCCN1CCN(c2ccccc2F)CC1,-2,·,0.72,-6,14,5,0,6,-10
COc1ccc(CN2C(=O)c3cccnc3C2Nc2cc(Cl)c(OC)cc2OC)cc1 (stereo not given),0,·,-0.36,4,-31,-1,-8,-4,-9
CCC(=NCc1ccccc1)C1=C(O)C(C(=O)OC)C(C)(C)CC1=O (stereo not given),-6,1,0.24,-2,35,2,-4,1,10
CCOc1ccc2nc(NC(=O)CN3CCC(n4nnc5cc(C(F)(F)F)ccc54)CC3)sc2c1,0,-18,0.44,-10,3,1,9,13,-2
CCOC(=O)c1oc2ccc(Br)cc2c1NC(=O)CN1CCN(C)CC1,-2,-9,0.93,-3,-13,12,4,2,-9
C/C(=C(\C#N)C(=O)NCc1ccccc1)N(C)C,3,4,1.5,-4,8,9,-3,5,-7
Cc1cc(C(=O)COC(=O)C2=NNC(=O)CC2)c(C)n1-c1cccc(C(F)(F)F)c1,-1,5,0.28,-6,0,3,4,9,-1
COc1ccccc1Nc1nc(N)nc(CN2CCN(c3ccccc3)CC2)n1,-1,-34,-0.39,1,16,11,-8,-1,-18
C=CCn1c(-c2csc(-c3ccccc3)n2)n[nH]c1=S,1,4,0.35,-3,7,5,1,1,-3
COc1ccc(NS(=O)(=O)c2ccc3c(c2)CCC(=O)N3)c(OC)c1,0,1,1.1,0,-3,13,3,-1,-4
Cc1ccccc1-n1nc(C)c2cc(C(=O)NCc3cccnc3)sc21,-1,6,-1.9,-4,-38,8,-5,2,3
CCOC(=O)N1CCN(C(=O)c2ccc(CNS(=O)(=O)c3ccc(OC)cc3)cc2)CC1,-4,26,2.6,1,-3,10,-3,-3,0
CCCc1nc2ccccc2c(=O)n1/N=C/c1ccc(O)cc1,5,-7,1.3,3,7,11,7,-5,-7
CCOC(=O)N1CCN(C(=O)CSc2nnc(-c3ccc(Cl)s3)o2)CC1,1,-5,·,6,11,0,2,-7,-3
COc1ccc(-n2c(Cc3cccn3C)nnc2SCC(=O)N2CCCc3ccccc32)cc1,7,·,0.3,-1,2,5,8,-1,-9

Fetched by compound from the entries so far (2):
canonical_smiles,FAK blocker,F-actin modifier,Pyk2 oligo antag,PTPN22 act,PLK1 PBD inh,Rev-RRE block,EphB4 antag,PTPN22 inh 2,PLK1 inh
CCOC(=O)N1CCN(C(=O)c2ccc(CNS(=O)(=O)c3ccc(OC)cc3)cc2)CC1,-4,26,2.6,1,-3,10,-3,-3,0
O=C(CCCCCn1c(=O)[nH]c2ccccc2c1=O)NCCCN1CCN(c2ccccc2F)CC1,-2,·,0.72,-6,14,5,0,6,-10

Next section
canonical_smiles,FAK blocker,F-actin modifier,Pyk2 oligo antag,PTPN22 act,PLK1 PBD inh,Rev-RRE block,EphB4 antag,PTPN22 inh 2,PLK1 inh
CC(NC(=O)c1ccncc1)C(C)(C)C (stereo not given),1,-6,0.67,-2,-5,7,8,5,0
Cc1cc(C)cc(C(=O)N2CCC(C(N)=O)CC2)c1,0,3,-0.1,9,-7,-1,-4,-9,-5
Cc1cc(NC(=O)CS(=O)(=O)c2cn(Cc3ccc(F)cc3)c3ccccc23)no1,2,9,·,-3,-2,10,3,2,-1
CN(C)C(=O)CSc1nc(SCC(=O)N(C)C)n(-c2ccccc2)n1,0,0,0.63,-2,6,1,0,-2,-11
Cc1ccc(OCCn2cc(C(=S)N3CCCC3)c3ccccc32)cc1C,-4,17,-0.54,-6,1,-3,-9,10,4
Oc1ccc(Br)cc1-c1cc(-c2ccc(Cl)cc2)n[nH]1,1,3,0.1,-6,8,11,0,7,-10
COc1ccc(-c2nc(-c3cccc(C)c3)[nH]c(=O)c2C#N)cc1,3,16,0.34,0,4,6,12,3,-319
CC(=O)c1c(C)[nH]c(C(=O)CSc2nnc(-c3ccccc3)n2Cc2ccc3c(c2)OCO3)c1C,0,-15,0.58,-13,5,-1,0,16,-10
O=Cc1c(-[n+]2ccccc2)nc([O-])n1-c1ccccc1,0,1,0.26,8,-26,4,0,-12,-5
CCOc1ccc(-n2c(=O)cc(N3CCN(c4ccc(F)cc4)CC3)[nH]c2=O)cc1,2,15,-0.12,-4,27,3,-1,4,-1
CCC(CC)NC(=O)CCc1nc2ccccc2c(=O)[nH]1,2,-4,-0.32,9,6,10,-4,-6,-12
C/C(N)=C(/C#N)C(=O)COC(=O)CCSc1ccccc1Cl,1,-3,1.1,-11,7,4,-1,10,-7
CCOC(=O)N1CCC(NC(=O)C2CCC(CNS(=O)(=O)c3ccc(OC)cc3)CC2)CC1 (stereo not given),-6,34,0.85,8,-16,5,8,-10,2
COc1ccc(-c2cc3nc(C)cc(N)n3n2)cc1,-1,-14,0.31,0,-2,3,-1,0,-11
O=c1sc2ccccc2n1CCCOc1ccccc1,1,-32,-0.69,-8,-6,6,-1,10,-3
CC(C)C(NC(=O)CC12CC3CC(CC(C3)C1)C2)C(=O)O (stereo not given),-4,28,-0.51,6,-10,2,10,-8,-9
CCC(Oc1ccccc1)C(=O)N1CCC(C(N)=O)CC1 (stereo not given),-2,7,0.97,-7,-2,11,3,6,-13
Cc1ccc(NC(=O)C2CCN(C(=O)NC3CCCCC3)CC2)cc1,-2,10,-0.17,4,11,5,4,-4,-15
CCC(C)NCC(O)COCc1ccc(Cl)cc1 (stereo not given),-1,17,-0.03,0,-7,2,-4,1,-12
Cc1nc2c(Cl)cc(Cl)cc2[nH]1,-1,·,0,3,-35,7,7,-1,-2
CSc1ccccc1C(=O)NC1CCCCCC1,-1,11,-0.33,-4,0,6,-2,3,-6
Cc1sc2nc(SCC(N)=O)n(C)c(=O)c2c1C,3,-11,0.03,0,11,-3,-9,-1,-2
COCc1cc(C)n(CC(=O)Nc2ccccc2C(=O)OC)c(=O)c1C#N,-2,21,-0.7,1,-15,8,1,-3,0
CC1(C)Nc2ccccc2N(CCC(=O)N2CCOCC2)C1=O,2,-24,-0.13,-11,10,12,2,10,-6
CCCCCOC(=O)Cn1c(SCC(=O)Nc2ccccc2)nc2c1c(=O)[nH]c(=O)n2C,-4,-30,-0.05,16,9,7,0,-19,9
CCOc1cc(C)c(Cl)cc1S(=O)(=O)NCC1CCCO1 (stereo not given),-1,-19,-0.1,0,-6,9,1,0,-13
Oc1[nH]c2ccccc2c1OCc1ccncc1,-2,-6,-0.01,12,2,2,-8,-13,-1
O=P(Cc1cc[n+]([O-])cc1)(c1ccccc1)c1ccccc1,1,11,-0.54,8,0,5,3,-6,-6
c1cncc(-c2cccnc2)c1,-1,·,0.96,0,15,4,-2,-2,-2
CCOC(=O)c1ccc(N2C(=O)CC(NC3CCN(C(=O)c4cccc(Cl)c4)CC3)C2=O)cc1 (stereo not given),0,6,·,5,3,3,7,-9,-4
Cc1cc(C)c(O)c(-c2cc(C(=O)Nc3ccc(S(=O)(=O)N4CCOCC4)cc3)[nH]n2)c1,-2,13,-3.2*,10,-21,-7,-4,-8,-11

One compound at a time, as listed above. Screens in order: FAK blocker	F-actin modifier	Pyk2 oligo antag	PTPN22 act	PLK1 PBD inh	Rev-RRE block	EphB4 antag	PTPN22 inh 2	PLK1 inh
`O=S(=O)(Nc1cc(Cl)ccn1)c1ccc(Cl)cc1` is listed with 0	-7	-1.4	6	-22	5	6	-4	-14
`COc1ccc(-c2cc3nc(C)cc(N)n3n2)cc1` is listed with -1	-14	0.31	0	-2	3	-1	0	-11
`O=C1c2cccnc2C(Nc2ccc(S(=O)(=O)N3CCCCCC3)cc2)N1Cc1ccccc1` (stereo not given) is listed with -3	·	-1	-8	-14	6	9	9	-7
`Cc1ccc(NC(=O)C2CCN(C(=O)NC3CCCCC3)CC2)cc1` is listed with -2	10	-0.17	4	11	5	4	-4	-15
